MITF primary = blocks human microphthalmia-associated transcription factor; O75030; AlphaScreen MITF homodimerization, bead proximity signal; inhibition, % at 2.6 µM; 650,000 tested, 0.91% active; AID 1259374; in the data active means inhibition above about 50%;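 further: 0% = vehicle wells with protein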
Target sequence (O75030 whole entry, looked up): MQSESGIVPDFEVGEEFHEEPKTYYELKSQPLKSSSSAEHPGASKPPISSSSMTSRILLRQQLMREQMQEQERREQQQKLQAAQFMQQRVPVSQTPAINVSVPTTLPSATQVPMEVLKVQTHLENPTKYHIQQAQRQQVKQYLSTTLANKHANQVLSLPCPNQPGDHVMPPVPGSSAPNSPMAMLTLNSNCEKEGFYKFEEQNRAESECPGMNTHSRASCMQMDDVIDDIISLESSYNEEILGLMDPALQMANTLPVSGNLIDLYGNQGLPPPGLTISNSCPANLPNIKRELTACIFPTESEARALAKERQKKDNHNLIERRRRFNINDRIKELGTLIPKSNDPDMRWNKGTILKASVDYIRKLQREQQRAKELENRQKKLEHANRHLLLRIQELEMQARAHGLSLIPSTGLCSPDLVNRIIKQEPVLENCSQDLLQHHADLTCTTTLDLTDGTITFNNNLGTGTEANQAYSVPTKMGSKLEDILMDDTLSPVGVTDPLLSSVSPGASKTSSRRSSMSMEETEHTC
TEAD-YAP inh = TEAD-YAP interaction inhibition. HEK-TIYL cells, TEAD-Gal4/YAP UAS-luciferase luminescence. inhibition, % at 9.12 µM. 640,000 tested, 1.4% active. AID 1259422; in the data active means inhibition above about 32%;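 further: 0% = median of test compound wells and 100% = reference inhibitor wells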
FBW7 activator = activators of human E3 ligase FBW7. Q969H0. AID 1259310. AlphaScreen FBW7–phospho-cyclin E peptide binding, activator screen. 650,000 tested, 0.13% active. normalized activity (activation), % at 26.1 µM; in the data active means normalized activity above about 1.9%;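 further: purified mutant Fbw7 with reduced substrate affinity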
GPR151 ag = human GPR151 activation; activation, % at 11.2 µM; Q8TDV0; 650,000 tested, 1% active; PathHunter beta-arrestin GPR151 cells, luminescence; in the data active means activation above about 4.9%;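 further: 0% = median of compound wells and 100% = cells with positive control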
Target sequence (Q8TDV0 whole entry, looked up): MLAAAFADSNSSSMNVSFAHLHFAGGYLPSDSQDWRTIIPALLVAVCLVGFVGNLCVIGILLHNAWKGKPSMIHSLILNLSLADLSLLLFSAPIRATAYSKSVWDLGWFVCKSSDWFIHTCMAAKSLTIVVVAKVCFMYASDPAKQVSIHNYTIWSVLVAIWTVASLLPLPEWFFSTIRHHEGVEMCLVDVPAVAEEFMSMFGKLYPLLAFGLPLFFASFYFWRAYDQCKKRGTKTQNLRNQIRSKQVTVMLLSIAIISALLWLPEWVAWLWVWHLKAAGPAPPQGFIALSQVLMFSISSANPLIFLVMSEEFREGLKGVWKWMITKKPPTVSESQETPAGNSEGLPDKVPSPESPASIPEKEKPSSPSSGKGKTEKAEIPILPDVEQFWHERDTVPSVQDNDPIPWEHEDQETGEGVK
* marks the source's active call; other numbers are inactive results; / = no result given.

Order of results – MITF primary, TEAD-YAP inh, FBW7 activator, GPR151 ag
- CCCCc1ccc(C(=O)N/C(=C\c2ccc(C)cc2)C(=O)Nc2ccc(C)cc2Br)cc1
  1, 7, 0.0, -0.3
- CCc1c(C)sc(NC(=O)c2ccoc2C)c1C(N)=O
  5, -23, -0.2, -0.8
- Cc1nc(C)n(CC(=O)NCCN2Cc3ccccc3OC(C)C2)n1 (configuration not stated)
  1, -3, 0.0, 1.2
- COc1ccc(Cl)cc1S(=O)(=O)NCc1cccnc1
  12, 3, 0.5, 0.1
- Cc1ccc(Cn2nnc3c(=O)[nH]c(C(=O)NC(C)(C)C)nc32)cc1
  -3, -2, 0.1, -0.5
- CCN(CC)c1nc(NCCN(C(C)C)C(C)C)nc(Nc2ccnn2C)n1
  9, 3, 0.0, 2.3
- O=C(Nc1cccn(Cc2ccccc2Cl)c1=O)NC1CCCCC1
  1, -7, -0.2, 1.0
- CCOC(=O)c1nn(-c2ccccc2)c(=O)c2c(NC(=O)C(C)C)scc12
  12, 5, 0.1, -0.7
- CC(CCc1ccccc1)NC(=O)COc1ccc(C#N)cc1 (configuration not stated)
  8, -2, -0.1, 0.5
- N#Cc1cc([N+](=O)[O-])ccc1Nc1ccc(F)cc1
  -7, -3, 0.3, 0.5

By substructure: the compounds so far containing four or more nitrogen atoms (three)
Order of results – MITF primary, TEAD-YAP inh, FBW7 activator, GPR151 ag
- Cc1nc(C)n(CC(=O)NCCN2Cc3ccccc3OC(C)C2)n1 (configuration not stated)
  1, -3, 0.0, 1.2
- Cc1ccc(Cn2nnc3c(=O)[nH]c(C(=O)NC(C)(C)C)nc32)cc1
  -3, -2, 0.1, -0.5
- CCN(CC)c1nc(NCCN(C(C)C)C(C)C)nc(Nc2ccnn2C)n1
  9, 3, 0.0, 2.3

(further entries)
Order of results – MITF primary, TEAD-YAP inh, FBW7 activator, GPR151 ag
- CC(=O)NCCC(=O)NNC(=O)CN1CCCc2ccccc21
  8, 5, 0.0, -0.4
- Cc1occc1-c1nn(CCN2CCCCC2)c(=O)o1
  9, -7, 0.0, -0.2
- O=C(NCCCN1CCCC1=O)C1CCC(CNS(=O)(=O)c2ccccc2)CC1 (configuration not stated)
  9, 3, 0.0, 0.8
- COc1cccc(/C=N\NC(=O)c2ccc(C)nc2)c1
  17, -10, 0.1, -1.9
- CN(CC1COc2ccccc2O1)c1nnnn1-c1ccccc1 (configuration not stated)
  2, 3, 0.1, 0.1
- COc1ccc(-c2nc3ncnc(NCCCN4CCCC4=O)c3[nH]2)cc1
  3, -10, -0.2, -0.2
- CC1CCc2oc3ccc(NS(=O)(=O)c4ccc(C(C)C)cc4)cc3c2C1 (configuration not stated)
  7, 2, 0.1, 0.8
- COC(=O)c1c(NC(=O)c2cc(=O)c3ccccc3o2)sc2c1CCC2
  -7, 4, 0.0, 1.4
- CN(Cc1ccccc1)S(=O)(=O)c1ccc2c(c1)n(C)c(=O)n2C
  1, 7, 0.1, 2.5
- CS(=O)(=O)c1ccc2nc(NC(=O)c3ccc(S(=O)(=O)N4CCOCC4)cc3)sc2c1
  6, -4, 0.0, -0.3
- O=C(O)C1CC(=O)N(CCCN2CCOCC2)C1 (configuration not stated)
  1, -9, -0.1, 2.5
- CC(C)(C)n1nc2c(c1NC(=O)c1ccc(S(=O)(=O)N3CCCC3)cc1)CS(=O)(=O)C2
  0, -5, 0.0, 0.4
- Cc1cc(C)c(CN2C(=O)c3ccccc3C2=O)c(C)c1
  3, -1, -0.1, 0.5
- O=C(Nc1ccccc1C(F)(F)F)c1nccnc1CO
  10, 8, 0.3, -0.8
- COc1ccc(CNC(=O)Cc2ccccc2)cc1OC
  5, -14, 0.0, 1.7
- Cc1cccc2cc(CN(Cc3nnnn3Cc3ccco3)C3CCCC3)c3nnnn3c12
  -8, -3, -0.2, -0.5
- Cc1ccc(C(=O)NCCNC(=O)c2ccc(C)cc2)cc1
  -2, 1, -0.1, -1.0
- Cc1ccccc1NC1SC(=O)N(c2ccccc2)C1=O (configuration not stated)
  5, -4, 0.3, -1.3
- CCCNC(=O)CSc1nccn1Cc1ccc(F)cc1
  -10, -4, 0.0, 5.7*
- O=C(Nc1ccc(-c2cn[nH]c2)cc1)NC(CCO)c1ccccc1 (configuration not stated)
  14, -14, 0.1, -0.9
- Cc1ccc(Cl)cc1NC(=O)c1ccc(=O)[nH]n1
  -14, 2, -0.1, 2.3
- Cc1nn2c(c1-c1ccccc1)NC(=O)CC2=O
  9, 14, 0.7, -0.9
- CCOC(=O)C1=C(C)N=c2s/c(=C\c3cccs3)c(=O)n2C1c1ccc(OC(C)C)cc1 (configuration not stated)
  22, -10, 0.8, 0.0
- CC(C)CCn1c(NCCc2ccccc2)nc2c1c(=O)n(C)c(=O)n2C
  -4, -4, 0.0, 1.8
- CCCCn1c(CNC(=O)c2ccc(OC)c(OC)c2)nnc1SC(C)C(=O)Nc1sc2c(c1C(=O)OCC)CCC2 (configuration not stated)
  -1, -2, 0.0, -0.3
- CN(C)CCCc1cc(C(=O)Nc2ccc(-c3ccncc3)cc2)ccc1O
  -2, /, 0.0, -0.3
- O=C1CC(c2c(Cl)cccc2Cl)C2=C(CCCC2=O)N1 (configuration not stated)
  20, 4, 0.3, -0.9
- CCN1C(=O)/C(=C2\SC(=S)N(N)C2=O)c2ccccc21
  10, -10, -0.8, 0.5
- COC(=O)[C@@H]1CCCN1C(=O)CCC1(Cc2ccc(Cl)cc2)CCC(=O)N1 (some centres not stated)
  9, -7, -0.1, 1.5
- CCOc1ccc(OCC)c(C(C)=O)c1
  15, -6, 0.1, 0.4
- CC(=O)Nc1ccc(OCC(=O)Nc2ccc(C(C)C)cc2)cc1
  6, 1, 0.4, 3.2
- C=CCn1c(=NC(=O)c2cccc(S(C)(=O)=O)c2)sc2cc(OC)c(OC)cc21
  -5, 3, 0.0, 1.3
- CC(C)(C)c1ccc(C(=O)OCC(=O)c2ccccc2)cc1
  -4, -3, 0.1, -1.2
- C=CCn1c(SCC)nc2sc3c(c2c1=O)CCC3
  -2, -3, 0.0, -0.8
- Cn1cccc1CN1CCN(C(=O)c2ccc([N+](=O)[O-])cc2)CC1
  40, 6, -0.1, 0.6
- CCOc1ccccc1C1NC(=O)NC(C)=C1C(=O)OCC1CCCCC1 (configuration not stated)
  5, 1, 0.1, -1.9
- CC(=O)c1c(C(F)(F)F)n[nH]c1C
  13, -2, 0.0, 1.4
- c1ccc(-c2onc3ccc(Oc4ccc5noc(-c6ccccc6)c5c4)cc23)cc1
  1, 1, -0.2, 0.5
- CCc1ccccc1NS(=O)(=O)c1c(C)[nH]c(=O)[nH]c1=O
  1, -4, 0.4, 0.1
- CN1C(=O)CCC(C(=O)C(F)(F)F)=C1c1ccccc1
  -5, -11, -0.1, 2.5
- COC(=O)Cn1cnc2c(cnn2-c2ccc(F)cc2)c1=O
  -2, -24, -0.1, -0.2
- O=c1nc2s/c(=C\c3ccc(OCc4ccccc4)cc3)c(=O)n2nc1Cc1ccccc1
  -6, -8, -0.1, -1.9
- Cc1cc(NC(=O)C2COc3ccccc3O2)ccc1Br (configuration not stated)
  4, -49, 0.1, -0.8
- COc1ccccc1C1C(C#N)=C(SCc2ccco2)NC(C)=C1C(=O)Nc1ccccc1 (configuration not stated)
  -6, -3, -0.1, 1.8
- CCc1ccccc1Nc1nc(-c2sc(NC(=O)c3ccccc3)nc2C)cs1
  -3, -9, 0.8, -7.7
- Cc1cccc(CCN=c2c([N+](=O)[O-])nn(-c3cccc(C)c3)n2O)c1
  18, 1, -1.3, -0.2
- COc1ccc(CCNC(=O)CSC2=Nc3ccccc3C3=NC(Cc4c[nH]c5ccccc45)C(=O)N23)cc1OC (configuration not stated)
  3, 18, 0.0, -0.6
- C[C@@H](C(=O)NNC(=O)c1ccc(Cl)cc1)N1C(=O)C2CC=CCC2C1=O (some centres not stated)
  2, 8, 0.0, -0.3
- N#Cc1ccc(/C=N/NC(=O)CNc2ccccc2F)cc1
  4, 8, 0.1, -0.4
- Cc1cccc(N2CCN(CCNC(=O)Cn3ncn4cccc4c3=O)CC2)c1C
  10, 8, -0.1, -0.9

Next section
smiles	MITF primary	TEAD-YAP inh	FBW7 activator	GPR151 ag
CSc1nnc(CCNC(=O)N2CCOCC2)n1C(C)C	8	-10	0.0	0.0
N#C/C(=C\c1c[nH]c2ccc(Br)cc12)c1ccccn1	-4	-1	-0.3	0.0
COc1cc(/C=C/c2ccncc2)ccc1OC(=O)c1cc(OC)c(OC)c(OC)c1	4	-31	-0.4	0.7
COC(=O)c1ccccc1N(Cc1ccccc1)S(=O)(=O)c1ccc(C)cc1	3	5	-0.1	-0.2
CC(=NCCN1CCN(C(=O)C(C)C)CC1)c1c(C(F)(F)F)[nH]n(-c2nc3ccccc3s2)c1=O	7	8	0.0	-8.0
COc1ccc(Cn2c(=S)[nH]c3nccnc3c2=O)cc1	-2	14	0.1	0.8
C=CCN1C(=O)/C(=C\c2cc(OC)c(O)c([N+](=O)[O-])c2)SC1=S	16	8	0.5	-0.3
O=C(Nc1ccccc1)c1cc(S(=O)(=O)Nc2ccc(Br)cc2)ccc1Cl	-6	2	0.1	2.5
O=C(NCCN1CCOCC1)c1cnc(NCc2cccnc2)s1	10	-11	0.1	-1.0
CC(=O)Nc1ccc(Nc2nc(Nc3ccccc3)nc3c2ncn3C2CCCCC2)cc1	19	-9	0.0	0.2
CCN(c1ccccc1)S(=O)(=O)c1ccc2c(c1)CCN2C(C)=O	-15	10	-0.2	0.0
CC1Oc2ccc(-c3ccccc3)cc2N(Cc2ccccn2)C1=O (configuration not stated)	21	15	0.7	-0.4
COC(=O)c1ccccc1NC(=O)c1nn(-c2cccc(OC)c2)c(=O)c2ccccc12	-3	0	0.0	1.1
COc1ccc(N(C(C)C(=O)Nc2ccc(C)c(Cl)c2)S(C)(=O)=O)cc1 (configuration not stated)	23	6	0.3	0.4
O=C(NCC1CCCO1)C(=O)NCC(c1ccco1)S(=O)(=O)c1ccc(Cl)cc1 (configuration not stated)	0	1	-0.3	-0.2
Cc1cc(NC(=O)c2cc(-c3cccc(O)c3)on2)no1	-4	-15	-0.1	-1.3
CCOc1ccc2nc(SCCc3ccccc3)[nH]c2c1	3	-76	-0.1	0.0
Cc1c(C(=O)Nc2c3c(nn2C(C)(C)C)CS(=O)C3)cccc1[N+](=O)[O-] (configuration not stated)	-9	3	-0.2	1.0
COc1ccccc1/C=C1\SC(=S)N(NC(=O)Nc2ccccc2)C1=O	15	8	-0.1	-0.3
O=C(Nc1ccc2oc(-c3cc(Br)ccc3Cl)nc2c1)c1ccc(I)cc1	7	2	-0.2	-0.2
CCOc1cc(/C=N/NS(C)(=O)=O)ccc1O	11	15	0.0	9.0*
CCN(CC)S(=O)(=O)c1ccc(OCC(=O)NC2CCS(=O)(=O)C2)c([N+](=O)[O-])c1 (configuration not stated)	5	-2	0.0	2.3
Cc1cccc(N(CC(=O)Nc2cccc(Cl)c2C)S(=O)(=O)c2ccccc2)c1C	-9	-3	-0.2	0.7
CCOC(=O)c1ccc(CSCC(=N)N)o1	-3	7	0.1	0.3

Random excerpt: 2 entries already listed
smiles	MITF primary	TEAD-YAP inh	FBW7 activator	GPR151 ag
O=C(Nc1ccc2oc(-c3cc(Br)ccc3Cl)nc2c1)c1ccc(I)cc1	7	2	-0.2	-0.2
CCOc1ccc2nc(SCCc3ccccc3)[nH]c2c1	3	-76	-0.1	0.0

Other structures follow.
smiles	MITF primary	TEAD-YAP inh	FBW7 activator	GPR151 ag
CS(=O)(=O)Nc1ccc(-c2nnc3n2CCCCC3)cc1	-21	3	0.0	-0.7
CC1=NN(CCC#N)C(=O)/C1=C\c1ccc(N(C)C)cc1	-2	4	-0.3	1.6
CC(=O)Nc1ccc(C2=N/C(=C/c3ccc(N4CCOCC4)cc3)C(=O)O2)cc1	-12	-4	-0.2	0.8
O=C(NC1CC1)c1ccc(-c2nc(NC3CC3)c3ncn(Cc4ccc(C(F)(F)F)cc4)c3n2)cc1	2	7	-0.1	1.5
CCOC(=O)CC1CCCCN1Cc1nc(-c2cnccn2)no1 (configuration not stated)	8	0	-0.1	0.7
Cc1cc(C)c(C#N)c(SCSCc2ccc(Cl)cc2)n1	-13	0	0.2	1.4
CCCc1noc2c1/C(=N\O)CC(c1ccccc1)C2 (configuration not stated)	6	-14	-0.1	1.7
COc1ccc(C2(C(=O)N3CCC(Cn4nc(-c5cccs5)ccc4=O)CC3)CC2)cc1	-1	-5	-0.1	0.2
CP(=O)(O)CN1CCCC1C(=O)O (configuration not stated)	9	-4	-0.2	0.5
C=CCNC(=S)N/N=C/c1ccc2c(c1)OCCO2	-8	-22	0.0	-0.9
CCCOc1ccc(C(=O)Nc2ccc(N3CCN(C(=O)CCC)CC3)cc2)cc1	10	8	-0.1	1.5
Cc1cccc(-n2c(SCC(=O)Nc3ccccc3Cl)nc3n[nH]c(C)c3c2=N)c1	10	-31	0.5	-0.3
CCN(CC)S(=O)(=O)c1cc2cccc3c(=O)n4c5ccccc5nc4c(c1)c23	-13	1	0.0	-1.2
COc1cc(NC(=O)c2csc(N3CCC(N4CCOCC4)CC3)n2)cc(OC)c1OC	-7	3	-0.2	0.1
COc1ccc(C(=O)N/N=C/c2ccc(O)c(OC)c2)cc1	0	-26	-0.1	-0.9
CC(C)Oc1ccc(NC(=O)CCc2ccccc2)cc1	-7	-64	0.1	-1.5
CCOc1ccc(CN(C2CC2)S(=O)(=O)c2ccc(S(=O)(=O)N(C)C)cc2)cc1	4	4	-0.1	1.1
CC(C)NS(=O)(=O)c1ccc(OCC(=O)NCc2ccco2)c(Cl)c1	16	0	0.0	-0.2

Bioassay records deposited in PubChem BioAssay by The Scripps Research Institute Molecular Screening Center.
